14-3-3 PPI – 14-3-3 gamma protein interaction modulation | 0.19% of 160,000 active | FP, 14-3-3gamma / TMR-pS259-Raf peptide binding | AID 422 | inhibition, % at 40 µM; in the data active = inhibition above about 30%;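 note: 0% = protein plus tracer without compound and 100% = blank with tracer alone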
Target sequence (P61981 whole entry, looked up): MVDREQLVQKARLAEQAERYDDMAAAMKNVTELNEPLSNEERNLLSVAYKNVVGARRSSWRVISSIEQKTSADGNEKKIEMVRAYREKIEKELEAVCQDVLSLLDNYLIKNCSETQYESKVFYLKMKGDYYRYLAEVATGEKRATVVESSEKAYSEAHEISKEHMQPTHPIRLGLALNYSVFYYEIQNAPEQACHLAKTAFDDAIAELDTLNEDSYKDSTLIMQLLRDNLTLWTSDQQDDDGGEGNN
Active calls of the source: *; & = joins results of further samples. These rows are one share of the data; the hit share may differ from the screen's.

Screening O=C(NCCCN1CCOCC1)c1ccc2c(=O)n(Cc3ccc4c(c3)OCO4)c(=S)[nH]c2c1 returned 14-3-3 PPI -1.
For CC(C)c1ccc(NC(=O)C2C3C=CC4(O3)C2C(=O)N(C(C)(C)C)C4C(=O)NC2CCCCC2C)cc1 (configuration not stated) the results were 14-3-3 PPI 4.
For CCCc1ccc2c(N)c(C(N)=O)sc2n1 the results were 14-3-3 PPI 5.
Screening CN(c1ccc(Br)cc1)S(=O)(=O)c1ccc2[nH]cc(C(=O)NC3CCCC3)c(=O)c2c1 returned 14-3-3 PPI -16.
Screening Cc1nn(-c2ccccc2)c(OC(=O)C(C)(C)C)c1Sc1ccccc1 returned 14-3-3 PPI 4.
`COc1ccc(NC(=O)c2cnc3sccn3c2=O)cc1` gave 14-3-3 PPI -6.
COc1ccc(C(=O)C2C(c3ccccc3F)C(C#N)(C#N)C3C=Cc4ccccc4N23)cc1 (configuration not stated) was read as 14-3-3 PPI -215.
Screening CCOc1ccc2[nH]c(=S)[nH]c2c1 returned 14-3-3 PPI -4.
COc1ccc(CNC(=O)Cc2ccc(OC)c(S(=O)(=O)N3CCOCC3)c2)cc1 was read as 14-3-3 PPI -3.
CCOc1ccc(OCC)c(NS(=O)(=O)c2ccc3c(c2)CCN3C(=O)C2CC2)c1 was read as 14-3-3 PPI -7.
O=C(Nc1cccc2ccccc12)C1C(c2ccccc2)=C1c1ccccc1 was read as 14-3-3 PPI -5.
COc1ccc(CNC(=O)C2CC(=O)N=C(N)S2)cc1 (configuration not stated) was read as 14-3-3 PPI 5.
For Clc1ccc(Cn2ncc3c(NCc4ccco4)ncnc32)c(Cl)c1 the results were 14-3-3 PPI 11.
NC(=O)c1cccc(NC(=O)CCC(=O)O)c1 was read as 14-3-3 PPI 4.
`CN(C)CCCOC(=O)c1sc2ccccc2c1Cl` gave 14-3-3 PPI -25.
Screening Cc1ccc(NC(=O)c2c(C)nc3sc(C(=O)NCC4CCCO4)c(N)c3c2-c2ccc(C)o2)c(C)c1 (configuration not stated) returned 14-3-3 PPI -11.
Screening CC(C)CCN1C(=O)c2ccc(C(=O)NCc3ccco3)cc2C1=O returned 14-3-3 PPI -5.
For O=C(O)CN=C(NS(=O)(=O)c1ccc(Cl)cc1)c1ccccc1 the results were 14-3-3 PPI -12.
Cc1cc(C)nc(/N=C(\NC(=O)C(C)C)Nc2ccc(F)cc2)n1 was read as 14-3-3 PPI 1.
O=C(O)c1n[nH]c2c1CCCC2 was read as 14-3-3 PPI -11&2.
CN(C)C(=O)C1C2NC(=S)N(c3ccccc3)C1(C)Oc1ccc(Br)cc12 (configuration not stated) was read as 14-3-3 PPI -8.
For Cc1ccc(-c2nnn(CC(=O)NCCc3ccccc3)n2)cc1 the results were 14-3-3 PPI -6.
Cc1c(C(=O)NCc2ccco2)sc2ncn(CC(=O)N3CCC(C)CC3)c(=O)c12 was read as 14-3-3 PPI -9.
For CCN1CCCC1CNC(=O)c1cc(=O)[nH]c2ccc(S(=O)(=O)N3CCCCC3)cc12 (configuration not stated) the results were 14-3-3 PPI -3.
Screening NC1C(=O)N2C(C(=O)O)=C(Cl)CSC12 (configuration not stated) returned 14-3-3 PPI -37.
For Cc1cc(N2CCCC2=O)cc(C)c1S(N)(=O)=O the results were 14-3-3 PPI -5.
`O=C(CN1C(=O)C(=O)c2ccccc21)OCN1C(=O)c2ccccc2C1=O` gave 14-3-3 PPI -2.
CCOC(=O)c1cc2c(=O)n3ccccc3nc2n(C)c1=NC(=O)c1ccc(OC)cc1OC was read as 14-3-3 PPI -8.
For CN(Cc1ccccc1)C(=O)CCn1c(=O)oc2ccccc21 the results were 14-3-3 PPI 3.
Screening Cc1noc(C)c1S(=O)(=O)N1CCCC(C(=O)N2CCC(C)CC2)C1 (configuration not stated) returned 14-3-3 PPI -2.
For CCc1ccc(-c2csc(Nc3ccc(C)cn3)n2)cc1 the results were 14-3-3 PPI -30.
For C=CCn1c(CCC(=O)O)ccc1-c1ccc(Br)cc1 the results were 14-3-3 PPI -14.
CCCCOc1ccc(-c2nc(N)n[nH]2)cc1 was read as 14-3-3 PPI -4.
CCOC(=O)C1=CN(Cc2ccc(F)cc2)C=C(C(=O)OCC)C1c1ccc(Br)cc1 was read as 14-3-3 PPI -2.
Screening COc1cccc(C2=NC(C(F)(F)F)(C(F)(F)F)c3c(n(-c4ccc(Cl)cc4)c(=O)[nH]c3=O)N2)c1 returned 14-3-3 PPI -4.
O=C(O)c1ccc2c3c(ccc(C(=O)O)c13)C(=O)NC2=O was read as 14-3-3 PPI 3.
For CCn1c(SCc2nc3ccccc3[nH]2)nnc1-c1ccccc1OC the results were 14-3-3 PPI -5.
For O=C1C(=O)N(CCN2CCOCC2)C(c2ccccn2)/C1=C(/O)c1ccc(F)cc1 (configuration not stated) the results were 14-3-3 PPI -16.
O=C1C2C3c4ccccc4C(c4ccccc43)C2C(=O)N1c1cc([N+](=O)[O-])ccc1Cl (configuration not stated) was read as 14-3-3 PPI -23.
`N#Cc1c(NC(=O)COC(=O)C2CC3C=CC2C3)oc(-c2ccccc2)c1-c1ccccc1` (configuration not stated) gave 14-3-3 PPI 0.
Screening CCC1CCCCN1C(=O)CSc1cn(Cc2ccccc2C)c2ccccc12 (configuration not stated) returned 14-3-3 PPI -7.
For COc1cc(OC)cc(C(=O)Oc2c(Sc3ccccc3)c(C)nn2C(C)(C)C)c1 the results were 14-3-3 PPI -2.
For Cc1ccc(CNC(=O)C2c3ccccc3C(=O)N(C)C2c2c[nH]c3ccccc23)cc1 (configuration not stated) the results were 14-3-3 PPI 9.
For N#Cc1ccc2ccn(CC(=O)NC3CCCCC3)c2c1 the results were 14-3-3 PPI 2.
Cc1ccnc(N2CCC(C(=O)Nc3ccc4c(c3)OCO4)CC2)n1 was read as 14-3-3 PPI -5.
c1ccc(CCn2nnnc2C(c2cccs2)N2CCN(Cc3ccc4c(c3)OCO4)CC2)cc1 (configuration not stated) was read as 14-3-3 PPI -3.
Screening N#CC(C(=O)O)=C1CCCC1 returned 14-3-3 PPI -3.
`COc1ccc(C(=O)n2cnc(N)n2)cc1` gave 14-3-3 PPI 0&-11.
`Cc1ccc(NC(=O)C2(S(=O)(=O)c3ccc(C)cc3)CC2)cc1` gave 14-3-3 PPI 1.
Screening Cc1c(Cl)cccc1N1C(=O)C2CC=CC(C)C2C1=O (configuration not stated) returned 14-3-3 PPI -9.
For CCC1=NN(C(=O)C2CCCCC2)C(O)(C(F)(F)F)C1 (configuration not stated) the results were 14-3-3 PPI -2.
CCCN1Cc2cccc(C(=O)Nc3ccc(CN4CCOCC4)cc3)c2C1=O was read as 14-3-3 PPI -20.
For Cc1c(C(=O)N2CCCCCC2)sc2ncnc(N3CCc4ccccc4C3)c12 the results were 14-3-3 PPI -20.
Screening COc1ccc(N(C)S(=O)(=O)c2cccc3nsnc23)c(OC)c1 returned 14-3-3 PPI -10.
Screening O=C(c1n[nH]c(=O)c2ccccc12)N1CCN(c2ccc(F)cc2)CC1 returned 14-3-3 PPI -8.
Screening CCOC(=O)C1CCN(C(=O)COC(=O)CCOc2ccc(C)cc2)CC1 returned 14-3-3 PPI -5.
COc1ccccc1N1CCN(S(=O)(=O)c2ccc(Oc3ccccc3Cl)cc2)CC1 was read as 14-3-3 PPI 6.
CCOc1cc2[nH]c(=S)n(CCC(=O)O)c(=O)c2cc1OCC was read as 14-3-3 PPI -8.
For O=C(Cn1c(=O)oc2ccccc21)Nc1n[nH]c(=S)s1 the results were 14-3-3 PPI 1.
`OCCn1c(-c2ccc3c(c2)OCO3)csc1=Nc1ccccc1` gave 14-3-3 PPI 0.
`Brc1ccc2nc(CSc3ncn[nH]3)cn2c1` gave 14-3-3 PPI 0.
Screening CCOc1ccc(N2C(=O)c3ccccc3NC2(CC)CC)cc1 returned 14-3-3 PPI -18.
`O=C(Cc1cccc(Cl)c1)c1ccc(O)cc1O` gave 14-3-3 PPI -24.
For Nc1cc(C(=O)O)ccc1N1CCCCCC1 the results were 14-3-3 PPI 1.
For O=C(CS(=O)(=O)c1cn(Cc2ccccc2Cl)c2ccccc12)NC1CCCCC1 the results were 14-3-3 PPI -11.
COc1ccc(S(=O)(=O)N=C2C=C(Nc3ccc(O)cc3)C(=O)c3ccccc32)cc1 was read as 14-3-3 PPI 14.
Screening FC(F)(F)C(F)(F)C(F)(F)c1nnc2ccc(N3CCOCC3)nn12 returned 14-3-3 PPI -4.
Screening O=C1C2C(c3ccc(I)cc3)OC3(C(=O)c4ccccc4C3=O)C2C(=O)N1c1ccc([N+](=O)[O-])cc1 (configuration not stated) returned 14-3-3 PPI -10.
Screening Cc1ccc(CCN2CC(C(=O)NCc3ccccc3Cl)CC2=O)cc1 (configuration not stated) returned 14-3-3 PPI 7.
O=C(NCc1ccc(F)cc1)c1n[nH]c(=O)c2ccccc12 was read as 14-3-3 PPI -1.
Screening Cc1ccc(S(=O)(=O)Nc2cc(C(=O)NC3CCCCCC3)ccc2N2CCCC2)cc1 returned 14-3-3 PPI -15.
COc1ccc(-c2cc3nc(C)c(CCC(=O)N4CCCCC4)c(C)n3n2)c(OC)c1 was read as 14-3-3 PPI 4.
For CCn1cc(C(=O)NC2CCCCCC2)c(=O)c2ccc(C)nc21 the results were 14-3-3 PPI 1.
Screening CCOC(=O)C(C)Sc1nc2c(c(-c3cccs3)c1C#N)CCCC2 (configuration not stated) returned 14-3-3 PPI 1.
For CC(C)COC(=O)N1CCCC1C(=O)Nc1nccs1 (configuration not stated) the results were 14-3-3 PPI -6.
For COc1ccc(C(=O)COC(=O)CN2C(=O)C3C4CCC(C4)C3C2=O)cc1 (configuration not stated) the results were 14-3-3 PPI -3.
Screening Cc1cccc(-c2cc3nc(C)cc(NCCCN(C)C)n3n2)c1 returned 14-3-3 PPI -5.
Screening COc1ccc(C)cc1NC(=O)c1cc(S(=O)(=O)NC2CCCCC2C)ccc1F (configuration not stated) returned 14-3-3 PPI -49.
Clc1cc(Cl)c2nc(N3CCOCC3)sc2c1 was read as 14-3-3 PPI 2.
COC(=O)c1cc(COC(=O)c2ccc(OC)c(S(=O)(=O)N3CCCC3)c2)oc1C was read as 14-3-3 PPI -2.
CC(=O)C(C)=O was read as 14-3-3 PPI -6.
Nc1nonc1-c1noc(-c2ccc(Br)cc2)n1 was read as 14-3-3 PPI -4.
For CCCOCC(O)COc1ccccc1C(=O)N1CCOCC1 (configuration not stated) the results were 14-3-3 PPI -4.
Screening COc1ccc(-c2nc(=S)c3c(n2-c2ccc(C(=O)O)cc2)CCCC3)cc1 returned 14-3-3 PPI -12.
For COc1ccc(-c2ccc(SCC(=O)N3CCOCC3)nn2)cc1OC the results were 14-3-3 PPI -2.
Screening Cc1nc(N2CCN(S(=O)(=O)c3ccc(F)cc3)CC2)c2c(C)c(C)sc2n1 returned 14-3-3 PPI 0.
`CC(=O)Nc1nnc(Cc2c[nH]c3ccccc23)s1` gave 14-3-3 PPI -25.
Screening Cc1ccc2c(c1)c1nc3ccccc3nc1n2CC(C)C returned 14-3-3 PPI 5.
Screening C/C=C/c1ccc(OCCCNCC(C)O)c(OC)c1 (configuration not stated) returned 14-3-3 PPI -7.
`Cc1ccccc1Cn1nnc(C(=O)Nc2cccc(C)c2C)c1N` gave 14-3-3 PPI -2.
Screening COc1ccc(S(=O)(=O)Nc2ccc(S(=O)(=O)Nc3nc(C)cc(C)n3)cc2)cc1OC returned 14-3-3 PPI -8.
Screening O=C(CSc1nc2c(c(=O)n1-c1ccc(Br)cc1)SCC2)NCc1ccco1 returned 14-3-3 PPI -16.
For COc1cc2c(cc1OC)-c1cc(NC3CCCC3)nc(=O)n1CC2 the results were 14-3-3 PPI 0.
For O=S1(=O)Nc2ccccc2-c2ccccc21 the results were 14-3-3 PPI 8.
`CC(=O)NCC(=O)N(Cc1ccco1)C1(C(=O)NC2CCCCC2)CCCCC1` gave 14-3-3 PPI 8.
For COCc1n[nH]c(=S)n1-c1cccc2ccccc12 the results were 14-3-3 PPI 5.
Cc1ccc(NC(=O)c2ccc(N(Cc3ccccc3)S(C)(=O)=O)cc2)c(C)c1 was read as 14-3-3 PPI -2.
For COCc1cc(C)nc(SCC(=O)Nc2ccc3c(c2)OCO3)c1C#N the results were 14-3-3 PPI -17.
`COc1ccc(NC(=O)CC2SC(N)=NC2=O)c([N+](=O)[O-])c1` (configuration not stated) gave 14-3-3 PPI 2.
For CCCCC(=O)Nc1nnc(C)s1 the results were 14-3-3 PPI 6.
Screening COc1ccc(CCNS(=O)(=O)c2cn(C)c(=O)n(C)c2=O)cc1OC returned 14-3-3 PPI -11.
`CCCCCn1c(=S)[nH]c2cc(C(=O)NCc3ccc(F)cc3)ccc2c1=O` gave 14-3-3 PPI 2.

Ordered by length of the SMILES (lowest first): 14 of the compounds above.
For CCCCC(=O)Nc1nnc(C)s1 the results were 14-3-3 PPI 6.
Screening NC1C(=O)N2C(C(=O)O)=C(Cl)CSC12 (configuration not stated) returned 14-3-3 PPI -37.
For C=CCn1c(CCC(=O)O)ccc1-c1ccc(Br)cc1 the results were 14-3-3 PPI -14.
For CCC1=NN(C(=O)C2CCCCC2)C(O)(C(F)(F)F)C1 (configuration not stated) the results were 14-3-3 PPI -2.
For CCn1cc(C(=O)NC2CCCCCC2)c(=O)c2ccc(C)nc21 the results were 14-3-3 PPI 1.
Screening CCC1CCCCN1C(=O)CSc1cn(Cc2ccccc2C)c2ccccc12 (configuration not stated) returned 14-3-3 PPI -7.
Cc1cc(C)nc(/N=C(\NC(=O)C(C)C)Nc2ccc(F)cc2)n1 was read as 14-3-3 PPI 1.
CCCN1Cc2cccc(C(=O)Nc3ccc(CN4CCOCC4)cc3)c2C1=O was read as 14-3-3 PPI -20.
`CC(=O)NCC(=O)N(Cc1ccco1)C1(C(=O)NC2CCCCC2)CCCCC1` gave 14-3-3 PPI 8.
For O=C(CS(=O)(=O)c1cn(Cc2ccccc2Cl)c2ccccc12)NC1CCCCC1 the results were 14-3-3 PPI -11.
For COc1cc(OC)cc(C(=O)Oc2c(Sc3ccccc3)c(C)nn2C(C)(C)C)c1 the results were 14-3-3 PPI -2.
Cc1ccc(NC(=O)c2ccc(N(Cc3ccccc3)S(C)(=O)=O)cc2)c(C)c1 was read as 14-3-3 PPI -2.
COc1ccc(-c2cc3nc(C)c(CCC(=O)N4CCCCC4)c(C)n3n2)c(OC)c1 was read as 14-3-3 PPI 4.
CCOC(=O)C1=CN(Cc2ccc(F)cc2)C=C(C(=O)OCC)C1c1ccc(Br)cc1 was read as 14-3-3 PPI -2.

Compound activity: PubChem, Emory University Molecular Libraries Screening Center
